# From PubChem
# BRCT inh red: inhibitors of human BRCA1 BRCT-phosphoprotein interaction (red fluorophore); P38398; BRCT-phosphopeptide binding, red fluorescence polarization; Potency, µM (titrated, usually from 76.9 µM), inactives show at the highest dose activity change, negative = inhibition, hits mostly inhibitors; 75,000 compounds, 0.03% hits; AID 892; further: on the % scale 0 is the no-effect control and ±100 the full control effect
# Target sequence (P38398 whole entry, looked up): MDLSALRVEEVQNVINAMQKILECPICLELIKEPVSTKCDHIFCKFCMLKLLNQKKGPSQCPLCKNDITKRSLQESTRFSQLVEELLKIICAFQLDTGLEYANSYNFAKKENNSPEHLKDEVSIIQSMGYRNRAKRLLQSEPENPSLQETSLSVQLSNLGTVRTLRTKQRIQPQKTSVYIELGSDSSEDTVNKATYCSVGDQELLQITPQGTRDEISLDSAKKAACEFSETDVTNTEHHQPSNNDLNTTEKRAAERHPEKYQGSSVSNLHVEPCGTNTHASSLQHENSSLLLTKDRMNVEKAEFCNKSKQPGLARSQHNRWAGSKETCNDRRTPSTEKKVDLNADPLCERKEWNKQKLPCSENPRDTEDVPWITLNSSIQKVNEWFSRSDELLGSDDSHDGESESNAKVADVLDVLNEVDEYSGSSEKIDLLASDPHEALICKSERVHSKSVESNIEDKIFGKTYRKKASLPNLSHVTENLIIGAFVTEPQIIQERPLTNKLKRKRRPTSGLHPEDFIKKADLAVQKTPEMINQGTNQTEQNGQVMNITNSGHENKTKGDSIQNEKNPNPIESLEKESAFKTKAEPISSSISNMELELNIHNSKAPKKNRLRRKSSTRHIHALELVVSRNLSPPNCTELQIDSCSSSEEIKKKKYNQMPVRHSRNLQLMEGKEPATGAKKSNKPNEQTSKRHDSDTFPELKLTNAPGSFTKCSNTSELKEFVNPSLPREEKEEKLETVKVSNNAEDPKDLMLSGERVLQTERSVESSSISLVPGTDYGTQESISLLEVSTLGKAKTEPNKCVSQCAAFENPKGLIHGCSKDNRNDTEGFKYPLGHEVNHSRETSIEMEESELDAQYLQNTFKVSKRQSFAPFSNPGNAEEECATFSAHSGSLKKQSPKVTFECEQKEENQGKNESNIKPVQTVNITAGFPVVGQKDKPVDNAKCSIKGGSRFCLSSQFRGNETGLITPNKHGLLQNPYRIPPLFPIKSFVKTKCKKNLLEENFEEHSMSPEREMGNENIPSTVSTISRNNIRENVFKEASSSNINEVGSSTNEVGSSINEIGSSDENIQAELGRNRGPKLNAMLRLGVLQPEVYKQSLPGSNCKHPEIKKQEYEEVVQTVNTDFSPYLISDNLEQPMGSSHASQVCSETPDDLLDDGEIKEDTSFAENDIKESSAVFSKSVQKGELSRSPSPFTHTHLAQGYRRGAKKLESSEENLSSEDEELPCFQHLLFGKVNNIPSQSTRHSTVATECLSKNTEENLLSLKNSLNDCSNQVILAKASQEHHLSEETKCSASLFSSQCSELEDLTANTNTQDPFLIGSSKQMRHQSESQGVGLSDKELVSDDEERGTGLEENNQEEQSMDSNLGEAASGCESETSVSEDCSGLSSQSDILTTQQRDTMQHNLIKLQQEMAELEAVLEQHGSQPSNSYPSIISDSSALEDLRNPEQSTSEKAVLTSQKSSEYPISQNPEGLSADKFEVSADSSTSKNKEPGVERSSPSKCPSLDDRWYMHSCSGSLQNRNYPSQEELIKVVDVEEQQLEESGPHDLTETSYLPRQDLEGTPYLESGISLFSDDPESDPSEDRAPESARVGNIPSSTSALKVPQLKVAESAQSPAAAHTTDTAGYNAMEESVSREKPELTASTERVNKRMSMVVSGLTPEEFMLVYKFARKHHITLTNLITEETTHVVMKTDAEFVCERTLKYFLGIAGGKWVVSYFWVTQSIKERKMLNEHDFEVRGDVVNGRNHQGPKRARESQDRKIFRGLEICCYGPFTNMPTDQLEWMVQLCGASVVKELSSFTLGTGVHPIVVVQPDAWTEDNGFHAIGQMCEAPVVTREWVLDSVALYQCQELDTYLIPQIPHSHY
#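 Fluorescence polarization: 100 nM His-tagged BRCA1 BRCT with 100 nM TAMRA-labelled phospho-BACH1 decapeptide, phosphate buffer pH 7.3 with 150 mM NaCl, DTT, 0.01% Tween 20; 12 min RT. Binding inhibition seen as FP decrease.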
# Epigenetic mod: epigenetic modulators derepressing GFP locus in mouse cells; mouse C127i GFP locus derepression, cytometry, 30 h; Potency, µM (series often up to 46.1 µM), inactives show at the highest dose GFP derepression (activation); 68,000 compounds, 0.09% hits; AID 597; further: % of control where 0% means no effect
#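 Derepression screen: silenced CMV-GFP reporter in murine C127i cells, 30 h compound incubation at 37 C, washed cells imaged by laser-scanning cytometer to enumerate GFP-expressing objects of 20 to 120 um.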
# A350 autofl: compound fluoresces in the Alexa 350 spectral region; Compound autofluorescence, 340/450 nm, Alexa 350 dye-equivalents; stronger effect = higher value; max dye-equivalent concentration, M; 59,000 compounds, 11% hits; in the data active means max dye-equivalent concentration above about 10 nM; inconclusive means mostly about 1.1 nM to 9.6 nM
# 4MU fluor: 4-MU region autofluorescence; compound autofluorescence, 340/450 nm, 4-MU equivalents; stronger effect = higher value; max dye-equivalent concentration, M; 59,000 compounds, 11% hits; AID 589; in the data active means max dye-equivalent concentration above about 10 nM; inconclusive means mostly about 1.1 nM to 9.6 nM
#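 Compounds in 100 mM Tris, pH 8.0, incubated 15 min at room temperature, then fluorescence read at 340 nm excitation/450 nm emission. Signal converted to 4-MU dye-equivalent concentration using an on-plate six-point 4-MU standard curve.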
# BRCT inh green: blocks human BRCA1 BRCT binding to phosphopeptide, green readout; BRCA1 BRCT-phosphopeptide binding, green fluorescence polarization; 75,000 compounds, 0.05% hits; AID 875; Potency, µM (top dose mostly 76.9 µM), without a hit: at the top dose activity change, negative = inhibition, usual class: inhibitors; P38398;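 further: potency means the concentration at half of the fitted maximal effect; plate controls were peptide without protein for full effect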
#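 Compounds were incubated for 12 min at room temperature with a complex of 100 nM fluorescein-tagged pBACH1 decapeptide and 250 nM His-tagged BRCT protein. Buffer was phosphate pH 7.3 with EDTA, DTT and Tween 20. Disruption of binding lowers the polarization signal.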
# The depositor's hits bear a star; i = inactive; u = inconclusive; x = not tested or not shown; [ ] = remark or other dose. Unless noted, the call rests on the fitted dose curve; in most records, active means well fitted curve in the direction sought with a large enough effect; inconclusive means small, poorly fitted or top-dose-only effect, or another doubt; inactive means no such curve, though single readings can be large; an effect the other way counts as inactive or inconclusive. Some of the compounds tested; rates above refer to the full screens.
SMILES,BRCT inh red,Epigenetic mod,A350 autofl,4MU fluor,BRCT inh green
CCC1=C2CC[C@H]3C(=O)N(c4ccccc4)C(=O)[C@H]3[C@H]2[C@@]2(C)C(=NCC3CC3)OC(=O)N2C1=O,0.2%,x,x,x,-1.3%
COC(=O)[C@@H]1C[C@H]2CC[C@H](O)C[C@H]2N1Cc1ccc(C(F)(F)F)cc1,0.8%,x,x,x,2.3%
CN1C[C@@H]2C(c3ccccc3)C3(c4ccc(C#N)cc4)CC2(C3)[C@H]1c1ccccc1 (stereo partly specified),-1.9%,x,x,x,-1.8%
CCC1=C2CC[C@H]3C(=O)NC(=O)[C@H]3[C@H]2[C@@]2(C)C(=NCCc3c[nH]c4ccccc34)OC(=O)N2C1=O,1.2%,x,x,x,-0.8%
COC(=O)[C@@H]1C[C@H]2CC[C@H](O)C[C@H]2N1Cc1ccc(N2CCOCC2)cc1,-1.4%,x,x,x,-1.0%
COC(=O)c1cccc(C23CC4(C2)[C@H](CN(CC2CCCCC2)[C@@H]4c2ccccc2)C3c2ccccc2)c1 (stereo partly specified),0.5%,x,x,x,0.6%
O=C(N[C@@H](Cc1ccccc1)C(=O)O)c1ccccc1,-0.5%,x,x,x,-1.3%
COC(=O)c1cccc(C23CC4(C2)[C@H](CN(Cc2ccc(C(F)(F)F)cc2)[C@@H]4c2ccccc2)C3c2ccc(C(F)(F)F)cc2)c1 (stereo partly specified),0.2%,x,x,x,1.3%
Nc1cc(=O)[nH]c(=O)n1Cc1ccccc1,-0.5%,x,x,x,-2.6%
CCC1=C2CC[C@H]3C(=O)N(CC)C(=O)[C@H]3[C@H]2[C@@]2(Cc3ccccc3)C(=NCCOC)OC(=O)N2C1=O,1.5%,x,x,x,-1.1%
CCC1=C2CC[C@H]3C(=O)N(CC)C(=O)[C@H]3[C@H]2[C@@]2(Cc3ccccc3)C(=O)N(CC3CC3)C(=O)N2C1=O,-0.3%,x,x,x,0.6%
CCC1=C(OC(=O)N(CC)CC)N2C(=O)OC(=NCC3CC3)[C@]2(Cc2ccccc2)[C@H]2C1=CC[C@H]1C(=O)N(CC)C(=O)[C@H]12,-0.5%,x,x,x,-0.7%
CN1C[C@@H]2C(c3ccccc3)C3(c4cccnc4)CC2(C3)[C@H]1c1ccccc1 (stereo partly specified),-0.8%,x,x,x,1.1%
FC(F)(F)c1ccc(CN2C[C@@H]3C(c4ccc(Cl)nc4)C4(c5cccnc5)CC3(C4)[C@H]2c2ccccc2)cc1 (stereo partly specified),1.3%,x,x,x,1.0%
COC(=O)[C@@H]1C[C@@]2(O)[C@H](O)[C@H](O)[C@H](O)C[C@H]2N1Cc1ccc(-c2ccccc2)cc1,0.0%,x,x,x,-1.3%
c1ccc(-c2ccc(CN3C[C@@H]4C(c5ccccc5)C5(c6ccccc6)CC4(C5)[C@H]3c3ccccc3)cc2)cc1 (stereo partly specified),-0.1%,x,x,x,-2.3%
CN1C[C@@H]2C(c3ccc(C(F)(F)F)cc3)C3(c4ccccc4)CC2(C3)[C@H]1c1ccccc1 (stereo partly specified),0.2%,x,x,x,-0.8%
COC(=O)c1ccc(CN2[C@@H]3C[C@@H](O)CC[C@@H]3C[C@H]2C(=O)OC)cc1,1.7%,x,x,x,-0.4%
CCC1=C2CC[C@H]3C(=O)NC(=O)[C@H]3[C@H]2[C@@]2(Cc3ccccc3)C(=NCC(=O)OC)OC(=O)N2C1=O,-2.2%,x,x,x,-6.8%
CCC1=C(OC(=O)N(CC)CC)N2C(=O)OC(=NCCOC)[C@]2(C)[C@H]2C1=CC[C@H]1C(=O)N(C)C(=O)[C@H]12,-2.2%,x,x,x,-2.2%
COC(=O)c1cccc(C23CC4(C2)[C@H](CN(Cc2ccc(-c5ccccc5)cc2)[C@@H]4c2ccccc2)C3c2ccc(C(F)(F)F)cc2)c1 (stereo partly specified),-1.3%,x,x,x,-2.5%
COC(=O)[C@@H]1C[C@@]2(O)[C@H](O)[C@H](O)[C@H](O)C[C@H]2N1Cc1ccccc1OS(=O)(=O)c1ccc(C)cc1,-0.7%,x,x,x,-1.8%
COC(=O)CC1Oc2cc3oc4c(c3cc2O1)C(=O)CC(C)(C)C4 (stereo unspecified),-0.2%,x,x,x,1.5%
COC(=O)c1ccc(CN2[C@H](C(=O)OC)C[C@@]3(O)[C@@H](O)[C@@H](O)[C@@H](O)C[C@@H]23)cc1,0.0%,x,x,x,-0.3%
N#Cc1ccc(C23CC4(C2)[C@H](CN(Cc2ccc(C(F)(F)F)cc2)[C@@H]4c2ccccc2)C3c2ccc(C(F)(F)F)cc2)cc1 (stereo partly specified),-0.2%,x,x,x,-1.0%

# Ten compounds from above, arranged by SMILES length, highest first:
SMILES,BRCT inh red,Epigenetic mod,A350 autofl,4MU fluor,BRCT inh green
COC(=O)c1cccc(C23CC4(C2)[C@H](CN(Cc2ccc(-c5ccccc5)cc2)[C@@H]4c2ccccc2)C3c2ccc(C(F)(F)F)cc2)c1 (stereo partly specified),-1.3%,x,x,x,-2.5%
COC(=O)c1cccc(C23CC4(C2)[C@H](CN(Cc2ccc(C(F)(F)F)cc2)[C@@H]4c2ccccc2)C3c2ccc(C(F)(F)F)cc2)c1 (stereo partly specified),0.2%,x,x,x,1.3%
COC(=O)[C@@H]1C[C@@]2(O)[C@H](O)[C@H](O)[C@H](O)C[C@H]2N1Cc1ccccc1OS(=O)(=O)c1ccc(C)cc1,-0.7%,x,x,x,-1.8%
CCC1=C(OC(=O)N(CC)CC)N2C(=O)OC(=NCCOC)[C@]2(C)[C@H]2C1=CC[C@H]1C(=O)N(C)C(=O)[C@H]12,-2.2%,x,x,x,-2.2%
CCC1=C2CC[C@H]3C(=O)NC(=O)[C@H]3[C@H]2[C@@]2(C)C(=NCCc3c[nH]c4ccccc34)OC(=O)N2C1=O,1.2%,x,x,x,-0.8%
CCC1=C2CC[C@H]3C(=O)N(CC)C(=O)[C@H]3[C@H]2[C@@]2(Cc3ccccc3)C(=NCCOC)OC(=O)N2C1=O,1.5%,x,x,x,-1.1%
c1ccc(-c2ccc(CN3C[C@@H]4C(c5ccccc5)C5(c6ccccc6)CC4(C5)[C@H]3c3ccccc3)cc2)cc1 (stereo partly specified),-0.1%,x,x,x,-2.3%
COC(=O)[C@@H]1C[C@H]2CC[C@H](O)C[C@H]2N1Cc1ccc(N2CCOCC2)cc1,-1.4%,x,x,x,-1.0%
COC(=O)CC1Oc2cc3oc4c(c3cc2O1)C(=O)CC(C)(C)C4 (stereo unspecified),-0.2%,x,x,x,1.5%
O=C(N[C@@H](Cc1ccccc1)C(=O)O)c1ccccc1,-0.5%,x,x,x,-1.3%

# More structures follow:
SMILES,BRCT inh red,Epigenetic mod,A350 autofl,4MU fluor,BRCT inh green
N#Cc1ccc(C23CC4(C2)[C@H](CN(Cc2ccc(-c5ccccc5)cc2)[C@@H]4c2ccccc2)C3c2ccccc2)cc1 (stereo partly specified),0.0%,x,x,x,-0.5%
COC(=O)[C@@H]1C[C@@]2(O)[C@@H](O)[C@@H](O)[C@@H](O)C[C@H]2N1Cc1ccc(Cl)cc1,0.5%,x,x,x,-3.7%
COC(=O)c1ccc(C23CC4(C2)[C@H](CN(Cc2ccc(C(F)(F)F)cc2)[C@@H]4c2ccccc2)C3c2ccccc2)cc1 (stereo partly specified),0.0%,x,x,x,2.9%
CCC1=C(OC(=O)N(CC)CC)N2C(=O)OC(=NCC(=O)OC)[C@]2(Cc2ccccc2)[C@H]2C1=CC[C@H]1C(=O)N(CC(=O)OC)C(=O)[C@H]12,-0.2%,x,x,x,-4.2%
FC(F)(F)c1ccc(C2[C@H]3CN(Cc4ccc(-c5ccccc5)cc4)[C@H](c4ccccc4)C34CC2(c2cccnc2)C4)cc1 (stereo partly specified),1.2%,x,x,x,-1.0%
CCN1C(=O)[C@@H]2[C@H](C1=O)[C@@H]1C[C@H]3C(=O)N(CC)C(=O)[C@H]3[C@@H]3C1=C(C(=O)N1C(=O)O/C(=N\CC4CC4)[C@]31C)[C@@H]2C,-0.6%,x,x,x,-6.5%
COC(=O)[C@@H]1C[C@@]2(O)[C@H](O)[C@H](O)[C@H](O)C[C@H]2N1Cc1cc(F)ccc1F,0.3%,x,x,x,1.7%
N#Cc1ccc(C23CC4(C2)[C@H](CN(CC2CCCCC2)[C@@H]4c2ccccc2)C3c2ccc(C(F)(F)F)cc2)cc1 (stereo partly specified),-1.4%,x,x,x,1.6%
CCC1=C2CC[C@H]3C(=O)N(c4ccccc4)C(=O)[C@H]3[C@H]2[C@@]2(Cc3ccccc3)C(=NCCOC)OC(=O)N2C1=O,2.3%,x,x,x,-1.7%
CCC1=C(OC(=O)N(CC)CC)N2C(=O)OC(=NCc3ccccc3)[C@]2(C)[C@H]2C1=CC[C@H]1C(=O)N(CC(=O)OC)C(=O)[C@H]12,-0.4%,x,x,x,1.6%
CCC1=C2CC[C@H]3C(=O)NC(=O)[C@H]3[C@H]2[C@@]2(C)C(=NCCOC)OC(=O)N2C1=O,-0.1%,x,x,x,-0.8%
Cn1c(=O)c(C(=O)COC(=O)c2cc(-c3ccco3)nc3ccccc23)c(N)n(CC2CC2)c1=O,0.7%,x,x,x,5.8%
COC(=O)c1ccc(C23CC4(C2)[C@H](CN(Cc2ccc(-c5ccccc5)cc2)[C@@H]4c2ccccc2)C3c2ccc(C(F)(F)F)cc2)cc1 (stereo partly specified),-4.5%,x,x,x,-0.7%
CCC1=C2CC[C@H]3C(=O)NC(=O)[C@H]3[C@H]2[C@@]2(C)C(=O)N(CC3CC3)C(=O)N2C1=O,0.3%,x,x,x,-0.2%
FC(F)(F)c1ccc(CN2C[C@@H]3C(c4ccc(C(F)(F)F)cc4)C4(c5ccccc5)CC3(C4)[C@H]2c2ccccc2)cc1 (stereo partly specified),-1.2%,x,x,x,-0.7%
COc1cc(S(=O)(=O)N2CCN(c3ccc(F)cc3)CC2)ccc1Cl,x,-3%[20.6 µM],i,i,x
CCC1(C)Cc2c(sc3nc4n(c(=O)c23)CCS4)CO1 (stereo unspecified),x,0%[20.6 µM],u,i,x
CCC(NC(=O)NC1=NCCS1)(C(F)(F)F)C(F)(F)F,x,0%[20.6 µM],1.3e-08M*,1e-08M*,x
CSc1nc2sc3c(c2c2nncn12)CCC3,x,5%[20.6 µM],u,u,x
